OXTR agonist = activates the human oxytocin receptor | 320,000 compounds, 0.32% hits | P30559 | activation, % at 3 µM | CHO-OTR cells, Fluo-8 calcium fluorescence; normalized: DMSO 0%, oxytocin 100%;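 active = activation above the mean of all tested compounds plus 3 SD, cutoff set per screening run, cut at about 20% in these data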;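 note: peak over basal fluorescence ratio from a 100 s FLIPR kinetic read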
Target sequence (P30559 whole entry, looked up): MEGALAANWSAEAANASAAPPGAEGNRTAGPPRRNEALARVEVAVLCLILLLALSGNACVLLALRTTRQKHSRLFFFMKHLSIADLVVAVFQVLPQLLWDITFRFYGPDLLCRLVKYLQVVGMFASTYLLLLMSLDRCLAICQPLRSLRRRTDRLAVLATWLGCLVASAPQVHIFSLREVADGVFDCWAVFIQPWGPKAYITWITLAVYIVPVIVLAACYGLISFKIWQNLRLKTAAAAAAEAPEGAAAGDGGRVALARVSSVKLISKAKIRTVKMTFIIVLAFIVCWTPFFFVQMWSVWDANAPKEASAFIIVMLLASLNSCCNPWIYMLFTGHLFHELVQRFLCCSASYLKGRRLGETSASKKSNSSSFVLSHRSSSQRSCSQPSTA
NALP1 yeast inh = inhibitors of NALP1 inflammasome in yeast. S. cerevisiae NALP1/ASC/caspase-1 growth, X-gal OD620, 72 h. inhibition, % at 10 µM. 280,000 compounds, 0.61% hits; in the data active = inhibition mostly above about 24%, no sharp cut-off; inactive = mostly below about 32%; note: some compounds called inactive have numbers as strong as hits
MEKK2wt PB1 HTS = raises or lowers MEK5 binding to wildtype human MEKK2 PB1 domain. AID 1531. bead flow cytometry, Alexa488-MEK5 binding to MEKK2 WT; actives lie on both sides. binding response (% of control), % at 10 µM. 290,000 compounds, 1.1% hits; in the data active = binding response below about 67% or above about 130%
PHOSPHO1 block = inhibitors of human PHOSPHO1 phosphatase; recombinant PHOSPHO1, absorbance phosphatase assay; inhibition, % at 13.3 µM; 290,000 compounds, 1.1% hits; AID 1565; in the data active = inhibition above about 60%
Target sequence (Q8TCT1 whole entry, looked up): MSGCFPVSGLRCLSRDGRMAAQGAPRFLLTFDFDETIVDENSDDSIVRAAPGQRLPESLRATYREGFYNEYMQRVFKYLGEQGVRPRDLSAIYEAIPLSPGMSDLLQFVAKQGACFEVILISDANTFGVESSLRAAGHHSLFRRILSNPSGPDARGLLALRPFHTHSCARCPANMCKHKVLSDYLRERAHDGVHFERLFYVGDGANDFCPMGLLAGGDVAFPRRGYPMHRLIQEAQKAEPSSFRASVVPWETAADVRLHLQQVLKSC
MEKK3 PB1 HTS = MEKK3-MEK5 PB1 interaction, increase or decrease; bead-based flow cytometry, Alexa488-MEK5 binding to MEKK3; actives lie on both sides; 0 = blocked by unlabeled MEK5, 100 = vehicle; binding response (% of control), % at 10 µM; 290,000 compounds, 1.4% hits; AID 1529;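 active = binding response more than 3 SD above or below the average of its plate-row segment, actives on both sides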;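 note: Alexa488 bead fluorescence after subtracting the streptavidin-only scavenger bead signal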
DNA FID counter = counter-screen for HCV NS3 helicase inhibitors: DNA intercalator displacement; DNA fluorescent intercalator displacement, fluorescence; inhibition, % at 7.9 µM; 290,000 compounds, 0.17% hits; AID 1845; in the data active = inhibition above about 37%;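 note: 0% = vehicle and 100% = reference compound; higher means more ethidium bromide displaced from hairpin DNA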
GPR7 antag = blocks human GPR7 receptor signaling; P48145; 290,000 compounds, 1.1% hits; AID 1861; inhibition, % at 4.4 µM; GPR7-expressing cells, fluorescence antagonist assay; in the data active = inhibition above about 16%, passing the limit was not always enough;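 note: cells stimulated with the agonist NPW; 0% = agonist with vehicle and 100% = vehicle without agonist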
Target sequence (P48145 whole entry, looked up): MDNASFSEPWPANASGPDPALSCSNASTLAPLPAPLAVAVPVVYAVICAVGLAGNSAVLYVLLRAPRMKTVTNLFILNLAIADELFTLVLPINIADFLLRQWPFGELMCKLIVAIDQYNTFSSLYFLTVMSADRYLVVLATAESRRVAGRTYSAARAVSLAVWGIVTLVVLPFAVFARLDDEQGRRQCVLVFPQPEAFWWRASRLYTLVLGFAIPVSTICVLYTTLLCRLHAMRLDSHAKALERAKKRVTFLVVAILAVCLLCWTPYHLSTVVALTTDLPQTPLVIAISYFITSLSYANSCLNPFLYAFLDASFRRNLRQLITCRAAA
MEKK2mut PB1 HTS = signal of MEK5 binding to mutant human MEKK2 PB1 domain; bead flow cytometry, Alexa488-MEK5 binding to MEKK2 mutant; percent response, % at 10 µM; 290,000 compounds, 0.35% hits; AID 1530; in the data active = percent response above about 24%, passing the limit was not always enough; note: inactives centre near 1; some results filed as inactive read as strong as hits; reference of the scale not given here
M18AAP inhibitor = PfM18AAP enzyme inhibition; recombinant PfM18AAP, H-Glu-NHMec fluorogenic cleavage; 290,000 compounds, 1.2% hits; AID 1822; inhibition, % at 7.35 µM;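 active = inhibition above the campaign mean inhibition over all tested compounds plus 3 SD, cut at about 28% in these data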;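 note: 0% = plate median of test compound wells and 100% = 2 mM ZnCl2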
Numbers without * were called inactive; / = no result given.

SMILES	OXTR agonist	NALP1 yeast inh	MEKK2wt PB1 HTS	PHOSPHO1 block	MEKK3 PB1 HTS	DNA FID counter	GPR7 antag	MEKK2mut PB1 HTS	M18AAP inhibitor
COc1cccc(OC)c1C(=O)NC(=O)Nc1c(F)cc(F)cc1F	-1.1	/	100	46	102	-8	-9	3	-1
CCN(CC)CCNC(=O)c1ccccc1C(=O)c1ncc[nH]1	-0.2	2	101	-12	101	-1	-8	3	-4
C/C(=N\Nc1cccc([N+](=O)[O-])c1)c1cc(F)ccc1O	-2.4	18	99	-4	100	13	-9	-3	-4
Cc1ccc(S(=O)(=O)Nc2ccc(C(=O)N3CCCC3)cc2)cc1	-0.4	-4	97	32	97	-25	-9	0	3
Cc1nc(Nc2ccccc2Br)c2nnn(Cc3ccccc3)c2n1	-2.9	13	104	19	105	-21	-14	5	0
O=C(NCCCn1ccnc1)c1ccc(Cl)cc1[N+](=O)[O-]	-0.7	9	101	2	105	5	-17	5	-7
O=C(O)c1sc2cc(C(F)(F)F)cnc2c1-c1ccccn1	0.4	-16	99	24	103	3	-8	-2	0
O=C(O)CCC(=O)Nc1ccc(N2CCOCC2)cc1	0.1	12	106	-2	105	4	-9	16	1
Cc1cc(N2CCC(C)CC2)nc2ccc(N3C(=O)CCC3=O)cc12	0.5	-39	102	-21	104	-6	-5	4	-6
CCOc1cc2[nH]c(=S)n(Cc3ccc(C(=O)NCCCN4CCOCC4)cc3)c(=O)c2cc1OCC	-1.4	-11	118	34	104	26	0	10	6
O=C(Nc1cccc(OCC(=O)N2CCOCC2)c1)C1CCCCC1	-0.5	2	103	9	102	-1	-6	11	0
COc1ccc(CCNC(=O)COc2ccc(S(=O)(=O)NC(C)C)cc2Cl)cc1OC	1.0	43	102	11	104	-22	-9	6	-6
Cc1ccc(CNC(=O)COC(=O)c2c(C)noc2C)cc1	-0.8	-3	112	-7	110	-2	-3	4	12
Cc1cc(C)n(CC(=O)c2ccccc2)c(=O)c1C#N	-0.1	2	107	5	111	-2	-8	5	3
CCOc1ccc(NC(=O)N2CCC(NC(=O)c3ccco3)CC2)cc1	-1.3	0	93	7	94	-5	4	-2	2
Cc1ccn2c(NC3CCCC3)c(-c3cccs3)nc2c1	-2.4	-16	102	38	101	-5	-11	0	2
CCOC(=O)N1CCN(C(=O)CS(=O)Cc2nc(-c3ccc(OC)c(OC)c3)oc2C)CC1 (stereo unspecified)	-0.7	18	101	26	99	-40	10	0	-9
CCCCOc1ccc(N=Nc2ccc(N)nc2N)cn1	1.1	20	104	37	100	-1	5	2	-4
COc1cc2c(cc1OC)CN(C(=O)CCc1c[nH]c3ccccc13)[C@H](C(=O)O)C2	-0.1	-38	105	34	102	-34	-9	2	3
CC(c1ccccc1)N(NC(=O)C(O)(c1ccccc1)c1ccccc1)C(=O)c1ccccc1 (stereo unspecified)	-2.3	25	95	-5	94	5	4	-2	-1
O=C(NCCCn1ccnc1)/C(=C\c1cccnc1)NC(=O)c1ccccc1F	0.1	-5	99	49	101	3	-20	4	6
O=C(C1CC1)N1CCC(C(O)(c2ccccc2)c2ccccc2)CC1	-0.6	16	98	9	99	-17	-1	0	-1
COc1ccc([C@@H]2[C@@H]3C(=O)N(C(C)(C)C)C(=O)[C@@H]3[C@]3(Cc4ccccc4)C(=O)N(c4ccc(C(F)(F)F)cc4)C(=O)N23)cc1	-1.4	13	89	32	96	-26	21	-17	14
N#C/C(=C\c1c(N2CCN(c3ccccc3)CC2)nc2ccccn2c1=O)S(=O)(=O)c1ccccc1	-0.5	8	99	0	103	-4	-8	2	-5
COc1cccc(CNc2nc(C(F)(F)F)nc3ccccc23)c1	0.0	10	99	15	100	-6	-8	-3	4
(cont.)
SMILES	OXTR agonist	NALP1 yeast inh	MEKK2wt PB1 HTS	PHOSPHO1 block	MEKK3 PB1 HTS	DNA FID counter	GPR7 antag	MEKK2mut PB1 HTS	M18AAP inhibitor
CS(=O)(=O)c1ccc(Cl)c(NC(=O)COC(=O)c2c(Cl)cccc2Cl)c1	-0.3	8	105	12	99	-23	12	-3	-13
Cn1c(CNC(=O)c2ccccc2F)cc2ccccc21	-0.8	/	108	/	105	-8	-5	1	-12
CC(=O)Nc1ccc(S(=O)(=O)NC(=O)C23CC4CC(CC(C4)C2)C3)cc1	0.0	10	112	-21	108	-1	-4	8	4
COc1ccc(Nc2nc(N3CCCC3)nc3ccccc23)c(OC)c1	0.2	8	118	17	106	31	10	11	-2
COc1cccc(-c2csc(N3CCN(C(=S)NCC(C)C)CC3)n2)c1	1.5	6	120	-49	107	-23	6	2	-5
COc1ccc(N2C(=O)CC(N3CCN(c4ccc(C(=O)c5cccnc5)cc4)CC3)C2=O)cc1 (stereo unspecified)	0.8	0	100	28	104	-32	-13	-1	11
O=C(Nc1cc(Sc2ccccn2)cc([N+](=O)[O-])c1)c1ccc(Cl)cc1	1.4	-2	119	46	102	5	-8	2	-4
CCC1Oc2ccccc2N(CC(=O)NCCC2=CCCCC2)C1=O (stereo unspecified)	-2.5	4	96	1	99	-30	5	0	-5
CCn1nc(C)c(/C=N/NC(=O)CSc2ccccn2)c1C	-0.4	/	107	23	103	-13	-6	-2	0
CC1(C)CC(=O)C2=C(C1)Nc1nc(SCCN3CCOCC3)[nH]c(=O)c1C2c1cccs1 (stereo unspecified)	0.2	19	102	12	101	-21	-19	-3	-9
CCOC(=O)CNC(=O)C1(/C=C/c2ccccc2)CC(=O)N1c1ccc(C)cc1 (stereo unspecified)	-0.1	30	94	20	95	-37	3	0	-5
COc1ccc(NC(=O)CN(C)C(=O)Cc2ccc3c(c2)CCC3)cc1	-1.8	6	109	22	104	-18	1	9	8
Cc1ccc(NC(=O)c2ccccc2O)cc1	3.7	4	87	-8	94	2	5	-6	3
COC(=O)c1ccc(NC(=O)c2ccco2)cc1	0.0	10	92	-6	93	-2	8	-6	-2
Cc1ccc(NC(=O)NNC(=O)c2cc3ccccc3cc2O)c(C)c1	0.1	1	107	34	103	-19	-7	6	16
c1ccc(Nc2nc(N3CCOCC3)c3ccccc3n2)cc1	2.6	13	127	-11	113	5	-7	38*	-2
COc1ccccc1C(=O)OCc1ccc2sc(C)nc2c1	-1.6	2	107	30	101	-26	15	4	-5
COc1ccc2cc(Br)ccc2c1CC(=O)NC1CC(C)(C)NC(C)(C)C1	-0.8	10	107	-31	106	21	17	4	0
CCOc1ccccc1CNC(=O)C1CCN(c2nnc(C)c3c(C)n(-c4ccc(C)cc4)nc23)CC1	-2.4	17	98	38	98	11	-16	-1	1
COc1cccc(SCC2(O)CCN(C(=O)c3ccc(Cl)cc3)CC2)c1	1.2	18	103	37	100	-33	3	4	-7
CC/C(Cc1ccccc1)=N\NC(=O)c1cc([N+](=O)[O-])cc([N+](=O)[O-])c1	-0.2	2	92	21	100	15	-3	-8	41*
CN1CCN(C(=O)/C(=C/c2ccc(F)cc2)NC(=O)c2ccccc2)CC1	0.9	17	101	28	108	-5	-19	-1	-6
Cc1c(-n2cc(C(=O)c3cc(Cl)ccc3O)cc(C#N)c2=O)c(=O)n(-c2ccccc2)n1C	4.5	-6	88	-16	87	-16	-6	-10	0
CCN(CC)S(=O)(=O)c1cc(NC(=O)C(CC(C)C)NC(N)=O)ccc1C (stereo unspecified)	-0.6	-36	100	27	109	-30	-7	-4	1
O=C(Nc1nnc(-c2ccccc2)o1)c1ccc(Cl)cc1	3.5	20	102	-17	97	-1	-15	2	5

A run of entries taken from the entries so far:
SMILES	OXTR agonist	NALP1 yeast inh	MEKK2wt PB1 HTS	PHOSPHO1 block	MEKK3 PB1 HTS	DNA FID counter	GPR7 antag	MEKK2mut PB1 HTS	M18AAP inhibitor
CCn1nc(C)c(/C=N/NC(=O)CSc2ccccn2)c1C	-0.4	/	107	23	103	-13	-6	-2	0
CC1(C)CC(=O)C2=C(C1)Nc1nc(SCCN3CCOCC3)[nH]c(=O)c1C2c1cccs1 (stereo unspecified)	0.2	19	102	12	101	-21	-19	-3	-9
CCOC(=O)CNC(=O)C1(/C=C/c2ccccc2)CC(=O)N1c1ccc(C)cc1 (stereo unspecified)	-0.1	30	94	20	95	-37	3	0	-5

(next part)
SMILES	OXTR agonist	NALP1 yeast inh	MEKK2wt PB1 HTS	PHOSPHO1 block	MEKK3 PB1 HTS	DNA FID counter	GPR7 antag	MEKK2mut PB1 HTS	M18AAP inhibitor
NC(=O)CCN1CCCCC1	1.6	16	91	32	98	10	-10	-10	-7
Cc1ccc(Cl)cc1NC(=O)C[n+]1ccc(Cc2ccc([N+](=O)[O-])cc2)cc1	0.3	-1	/	-1	/	40*	1	/	-5
CCC(=O)N1CCc2cc(OC)c(OC)cc2C1COc1ccccc1OC (stereo unspecified)	/	3	90	4	92	-24	-2	-5	-16
Cc1oc(-c2ccccc2F)nc1CSCC(=O)NCc1ccc2c(c1)OCO2	-2.0	10	101	18	100	-29	-6	3	5
O=C(COc1ccccc1[N+](=O)[O-])Nc1ccc(Br)cc1	0.3	8	104	23	102	5	-6	8	4
COc1cc(Nc2nc3ccccc3nc2NS(=O)(=O)c2ccc([N+](=O)[O-])cc2)cc(OC)c1OC	1.5	-5	93	13	99	-19	14	-3	16
Cc1ccc(NC(=O)COCC(=O)Nc2ccc(F)cc2)cc1	0.5	12	104	29	103	-6	-14	1	-8
CCOCCCNCc1cn(-c2ccc(F)cc2F)nc1-c1ccccc1C	-0.1	27*	109	-15	92	23	-5	10	-1
N#C/C(=N\Nc1ccc([N+](=O)[O-])cc1)C(=N)N1CCOCC1	1.3	16	95	33	100	-2	-4	-1	-15
O=C(NCC1CC1(Cl)Cl)Nc1ccc(Cl)c(Cl)c1 (stereo unspecified)	6.9	9	102	32	104	9	33*	1	8
N#Cc1ccc(CSc2nnc(Cc3cccs3)n2Cc2ccco2)cc1	1.0	22	99	4	104	-35	25*	1	-175
CCN1CCN(C(=O)CN2C(=O)c3cccc4cccc2c34)CC1	0.8	12	106	28	101	4	-2	17	6
Cc1ccc(-n2c(-c3ccco3)nc3c(cnn3-c3ccc(C)cc3)c2=O)cc1	0.7	-11	106	3	114	-10	-17	6	0
O=C(CN1CCc2ccccc2C1)NCc1ccco1	1.0	49	95	21	98	-3	-1	-3	2
CCOC(=O)c1ccc(NS(=O)(=O)c2ccc3oc(=O)[nH]c3c2)cc1	0.4	20	97	8	100	1	14	3	-5
COc1ccccc1CC1CC(=O)N(c2cccc(Cl)c2C)C1=O (stereo unspecified)	-1.6	-11	94	8	95	-9	2	-1	3
Cc1nc2ccc(Nc3nc4cc(S(=O)(=O)N5CCOCC5)ccc4o3)cc2s1	-0.9	0	105	92*	102	7	-11	3	1
Cc1ccc(NC2=Nc3ccccc3CC2)cc1	-0.7	16	109	14	106	-4	2	11	-9
COc1ccccc1NS(=O)(=O)c1cc(-c2cnc(C3CC3)o2)ccc1C	-0.2	16	92	-11	101	-39	-14	-1	-14
O=C(COc1ccc(F)cc1Cl)Nc1cc(S(=O)(=O)N2CCOCC2)ccc1N1CCCCC1	0.4	20	109	24	103	-35	-22	8	-6
CC(=O)c1cc2c(cc1NC(=O)CSc1nc3ccccc3[nH]1)OCO2	2.0	9	104	-19	102	-4	0	14	-5
CCCCC(=O)Nc1ccc(S(=O)(=O)Nc2nccc(C)n2)cc1	-0.6	-9	104	-9	103	-2	-9	0	2
N#CC12CCCCC1CC1CCCCC1(C#N)N2Cc1ccccn1 (stereo unspecified)	0.3	38*	94	2	96	2	0	-2	-2
O=c1[nH]c2ccccc2c2nc(-c3cccc(S(=O)(=O)N4CCCC4)c3)nn12	0.1	/	101	0	105	0	-6	5	-5
O=C(O)C1Cc2ccccc2CN1C(=O)COc1ccc(Cl)cc1 (stereo unspecified)	0.7	-2	99	-34	101	-21	-4	-5	2

No enrichment for hits; 6.2% or so of the library scored in one or more.
